High-throughput results from PubChem.
Vif-APOBEC3F blk: qHTS for Inhibitors of Vif-A3F Interactions: qHTS. HeLa A3F-eYFP + Vif (tagged APOBEC3F with the HIV-1 protein that degrades it), YFP fluorescence increase. Potency, µM (titrated, usually from 46.1 µM), without a hit: at the highest dose activity, negative = active. actives 0.2% (n = 390,000). AID 602313, 2012; note: potency is the fitted concentration of half-maximal effect; % of control where 0% means no effect; nearly all actives have a fitted effect of over 65% in size
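HeLa cells stably expressing A3F-eYFP plus Vif, plated and incubated overnight at 37 deg C, then exposed to compounds overnight at 37 deg C. Blocked degradation read as raised yellow fluorescence (Ex 488/Em 500-530).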
LDHA block: qHTS assay for inhibitors of human lactate dehydrogenase | activity change, % (values are at about 110 or 230 µM) | L-lactate dehydrogenase A chain (Homo sapiens), P00338 | actives 0.15% (n = 480,000) | purified LDHA, NADH/diaphorase-resazurin fluorescence; hits give low values; in the data active = activity change below about -30%; inconclusive = mostly about -25% to -30%;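 note: plate controls were DMSO wells for no effect and wells without enzyme for full effect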
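Resorufin fluorescence (ex540/em590), read at 0 and 20 min after diaphorase/resazurin addition, reports the NADH left after a 5 min room-temperature reaction of 2 nM human LDH5 with 0.06 mM NADH and 0.2 mM pyruvate.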
Vif-APOBEC3G blk: qHTS for Inhibitors of Vif-A3G Interactions: qHTS; DNA dC->dU-editing enzyme APOBEC-3G (Homo sapiens), Q9HC16; HeLa A3G-eYFP + Vif (tagged APOBEC3G with the HIV-1 protein that degrades it), YFP fluorescence, overnight; Potency, µM (top dose mostly 46.1 µM), for the others: at the highest dose activity, negative = active, usual class: inhibitors; actives 0.076% (n = 410,000);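 note: potency is the fitted concentration of half-maximal effect; % is set by controls: 0 for no effect and ±100 for the full control effect; nearly all actives have a fitted effect of over 60% in size; hits raise eYFP signal because A3G escapes Vif-driven loss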
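Read-out is eYFP fluorescence (Ex 488/Em 500-530) from Vif-expressing HeLa A3G-eYFP cells; more signal means A3G escaped Vif-mediated degradation. Cells plated overnight, compound pinned in, incubated overnight at 37 deg C.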
D2 agonist: HTS Assay for Allosteric Agonists of the Human D2 Dopamine Receptor: Primary Screen for Agonists; D(2) dopamine receptor (Homo sapiens), P14416; actives 0.53% (n = 340,000); HEK293 T-REx D2 cells, calcium flux agonist mode; AID 485358, 2010; activation, % at 2 µM;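 active = activation over 3 SD above normal in the single-dose calcium agonist read, cut at about 30% in these data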; note: 0% is about no effect
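HEK293 Trex D2 cells, tetracycline-induced, o/n 30 C 5% CO2; no-wash Ca dye, RT 30–90 min; 10-cycle baseline, 23 nl cpd added, kinetic Ca read 180 s; agonist hits = positive Ca response.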
ERG-DNA inh: qHTS for Small Molecule Inhibitors of the ERG Ets/DNA interaction; Transcriptional regulator ERG (Homo sapiens), P11308; fluorescence polarization, His-ERG Ets domain / labelled DNA; Potency, µM (doses to about 76.9 µM), inactives show top-dose FP activity, negative = inhibition, usual class: inhibitors; actives 0.028% (n = 370,000); AID 624246, 2012; active = well fitted inhibition curve with a large enough effect in the polarisation, with a control signal flat; inconclusive = small, poorly fitted or top-dose-only effect, or effect the other way, or a change in a side signal; inactive = no such curve, though single readings can be large or run the other way; the % refers to the polarisation;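 note: polarization taken with two DNA probes labelled with fluorescein and Texas red; potency is the fitted concentration of half-maximal effect; % of control where 0% means no effect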
Target sequence (P11308 whole entry, looked up, the tested form may be a part): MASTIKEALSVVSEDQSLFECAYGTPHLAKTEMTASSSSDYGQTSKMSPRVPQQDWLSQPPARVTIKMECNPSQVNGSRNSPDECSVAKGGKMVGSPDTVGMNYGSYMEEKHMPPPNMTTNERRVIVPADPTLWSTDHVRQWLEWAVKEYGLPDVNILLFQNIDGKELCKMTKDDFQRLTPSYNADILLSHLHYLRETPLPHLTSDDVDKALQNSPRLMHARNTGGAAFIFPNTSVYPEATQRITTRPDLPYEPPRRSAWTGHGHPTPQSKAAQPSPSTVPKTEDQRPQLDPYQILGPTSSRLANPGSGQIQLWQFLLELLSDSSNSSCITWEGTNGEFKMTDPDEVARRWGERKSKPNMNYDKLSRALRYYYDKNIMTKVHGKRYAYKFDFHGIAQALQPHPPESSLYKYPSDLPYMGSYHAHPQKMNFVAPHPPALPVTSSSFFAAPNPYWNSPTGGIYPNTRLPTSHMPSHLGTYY
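His-tagged ERG Ets domain (1 uM in the protein solution; 300mM KCl, 50mM Tris-HCl, 1mM EDTA, 1mM DTT, pH 7.5) received compound, then a probe mix of 5 nM fluorescein-DNA and 100nM Texas-615-DNA. Fluorescence polarization was read for both dyes.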
RGS4 inhibitor: Inhibitors of Regulator of G Protein Signaling (RGS) 4: qHTS. Transcreener GDP fluorescence polarization, RGS4-accelerated GTP hydrolysis. Potency, µM (top dose mostly 114 µM), for inactives: at the highest dose activity change, negative = inhibition, hits mostly inhibitors. actives 0.039% (n = 390,000). AID 504845, 2011. Regulator of G-protein signaling 4 (Homo sapiens), P49798; note: potency is the fitted concentration of half-maximal effect; % is set by controls: 0 for no effect and ±100 for the full control effect; nearly all actives have a fitted effect of over 75% in size; some results filed as inactive show a strong effect at the top dose
Target sequence (P49798 whole entry, looked up): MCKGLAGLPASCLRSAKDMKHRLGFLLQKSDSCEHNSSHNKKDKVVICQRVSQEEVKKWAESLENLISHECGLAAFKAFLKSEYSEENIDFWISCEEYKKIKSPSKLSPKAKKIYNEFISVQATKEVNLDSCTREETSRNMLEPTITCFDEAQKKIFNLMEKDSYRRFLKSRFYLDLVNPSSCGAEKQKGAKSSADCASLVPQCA
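MLSMR compounds (23 nl, pin-transferred) preincubated 10 min at room temperature with a 500nM (2x) first reagent, then RGS4 at 900nM (2x) plus Transcreener GDP mix added; fluorescence polarization (620/688 nm) read before and after 90 min at 30 °C.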
D2 antag: HTS Assay for Allosteric Antagonists of the Human D2 Dopamine Receptor: Primary Screen for Antagonists. D(2) dopamine receptor (Homo sapiens), P14416. HEK293 TREx D2 cells, calcium flux, dopamine EC80. inhibition, % at 10 µM. actives 2% (n = 340,000). AID 485344, 2010; in the data active = inhibition above about 30%; note: 0% is about no effect
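Inhibition of EC80 dopamine-driven calcium flux, recorded kinetically, defines activity here; cells are a tetracycline-induced HEK293 T-REx line expressing force-coupled D2.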
GRP78 ERSR act: qHTS for Inducers of the Endoplasmic Reticulum Stress Response (ERSR) in Human Glioma: qHTS; actives 0.02% (n = 420,000); AID 602332, 2012; Potency, µM, without a hit: top-dose activation, actives largely listed as activators; U87-MG GRP78 promoter luciferase reporter, 16 h; note: potency is the fitted concentration of half-maximal effect; series mostly up to about 76 µM; % of control where 0% means no effect; nearly all actives have a fitted effect of over 35% in size
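Stably transfected U87-MG glioma cells carrying a GRP78-based luciferase sensor; 16 h compound incubation. Luminescence end-point read 10 min after Bright-Glo addition at room temperature.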
ALOX12 inh: Primary qHTS assay for inhibitors of human arachidonate 12S-lipoxygenase (ALOX12): Round 2; Polyunsaturated fatty acid lipoxygenase ALOX12 (Homo sapiens), P18054; purified 12hLO, xylenol orange hydroperoxide absorbance; Potency, µM (doses to about 108 µM), inactives show at the top dose activity change, negative = inhibition, actives largely listed as inhibitors; actives 1.1% (n = 580,000); AID 1671190, 2021; note: potency is the fitted concentration of half-maximal effect; % is set by controls: 0 for no effect and ±100 for the full control effect
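Purified human 12hLO at 150 nM in 25 mM Hepes, 0.01% Triton X-100, pH 7.0, preincubated 15 min at room temperature with compound. Reaction started with 40 uM arachidonic acid, 30 min at room temperature. Hydroperoxide measured by Fe-xylenol orange, 573/405 nm absorbance ratio.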
Active calls of the source: *; ? = inconclusive; . = no result given; [ ] = dose if it differs, or a comment. Unless noted, calls come from the whole dose curve; as a rule, active = well fitted curve in the direction sought with a large enough effect; inconclusive = small, poorly fitted or top-dose-only effect, or another doubt; inactive = no such curve, though single readings can be large; an effect the other way counts as inactive or inconclusive. These rows are one share of the data. The share of hits here may be higher or lower than overall.

Molecule	LDHA block	ERG-DNA inh	D2 antag	GRP78 ERSR act	D2 agonist	ALOX12 inh	Vif-APOBEC3F blk	Vif-APOBEC3G blk	RGS4 inhibitor
CCOc1ccccc1C(=O)Nc1cccc(-c2nnc(-c3ccccc3)o2)c1	0	-5%	-5	-3%	0.5	-20%	4%	1%	11%
CS(=O)(=O)N(CC(=O)NCc1ccc(Cl)cc1)C1CCCCC1	-3	6%	22	-9%	-0.1	-5%	-6%	0%	-41%[11.4 µM]
COc1cc2c(cc1OC)C(C)N(CCc1ccc(Cl)cc1)CC2 (centres undefined)	-12	11%	.	-6%	.	?	0%	-5%	-13%
CC1=NN(c2ccccc2)C(=O)/C1=C/c1cc(C)n(C2CC2)c1C	-14	-2%	6	5%	-1.7	-6%	11%	1%	-24%
CCN(C(=O)c1ccc(Br)cc1)c1ccccc1	-6	5%	-8	0%	-0.2	-5%	7%	-5%	24%
Cc1cc(C(=O)Nc2cc(S(C)(=O)=O)ccc2Cl)no1	-3	-1%	-2	-3%	1.0	-4%	-2%	-1%	-12%
CCN(CC)C(=O)c1cccc(NC(=O)c2cc(C3CC3)nc3c2cnn3C(C)C)c1	1	0%	4	-3%	0.5	191%[activator]	-15%	1%	-1%
CCC(C)n1c(S(=O)(=O)O)nc2ccccc21 (centres undefined)	-8	-4%	20	-11%	-1.7	?	-1%	1%	-13%
O=C(CSc1nc(C(F)(F)F)cc(=O)[nH]1)N1CCC(Cc2ccccc2)CC1	0	11%	.	2%	.	-21%	?	1%	-43%
O=C(NC(Cc1c[nH]c2ccccc12)C(=O)O)c1ccc(Br)cc1 (centres undefined)	3	-5%	-11	-2%	-0.4	?	0%	2%	12%
COc1cc(CN(C(=S)NCC(=O)NC2CC2)C2CCCC2)cc(OC)c1OC	-8	0%	5	-2%	-1.7	-14%	3%	0%	2%
CCN(C(=O)COC(=O)CCNS(=O)(=O)c1ccccc1F)c1c(N)n(Cc2ccccc2)c(=O)[nH]c1=O	0	4%	.	-9%	.	41%[activator]	0%	-1%	-2%
COc1ccc(Cc2nnc(SCC(=O)Nc3ccc(N4CCOCC4)cc3)n2C)cc1	-11	-19%	12	-3%	-0.1	-19%	1%	0%	-2%
CCc1ccc(N(CC(=O)NC2CC2)S(=O)(=O)c2ccc(C)cc2)cc1	0	4%	11	-5%	-1.1	382%[activator]	-4%	-7%	-2%
CCCCCCCOc1ccc(C2CC(=O)N(C)C2=O)cc1 (centres undefined)	-2	-7%	3	-5%	-1.1	-8%	11%	-2%	15%
Cc1ccc(S(=O)(=O)N(C)CC(=O)N2CCCC2)cc1	-4	10%	22	-4%	0.2	0%	-4%	1%	-23%
O=C1C(=O)N(c2ccccc2)C(c2ccccc2)C1c1ccccc1 (centres undefined)	0	-10%	.	-3%	.	-4%	11%	-2%	16%
COc1ccc(OC)c2sc(N3CCN(C(=O)c4ccc([N+](=O)[O-])s4)CC3)nc12	7	11%	.	0%	-0.5	0%	9%	0%	-32%
O=c1c2cc(NC(=S)NCCN3CCCCCC3)ccc2nc2n1CCCCC2	-7	3%	9	1%	0.3	-10%	8%	0%	-19%
COC(=O)[C@]1(C)N[C@H](c2ccc(-c3cccc(Cl)c3)cc2)[C@@H]2C(=O)N(C)C(=O)[C@@H]21	-19	6%	.	-4%	.	-16%	7%	-10%	0%
CN(C1CCCC1)C1CCN(C(=O)CNC(=O)/C=C/c2ccc(F)cc2)CC1	2	-3%	85*	-5%	2.2	-6%	-3%	0%	-15%
CN1CCN(C(=O)/C(=C/c2ccc([N+](=O)[O-])cc2)NC(=O)c2ccccc2)CC1	1	1%	-5	-2%	0.3	?	-5%	0%	1%
O=C(O)c1cccc(N2C(=O)c3cccc(Oc4ccc(Cl)cc4)c3C2=O)c1	-7	8%	-6	5%	-0.5	-9%	0%	1%	15%
CC(Oc1ccc(F)cc1)C(=O)NN (centres undefined)	-3	-4%	8	-3%	-1.5	15%	4%	-2%	5%
CCCNC(=O)Nc1ccc(C)cc1C	-1	9%	-1	-4%	-0.4	15%	-1%	0%	3%

Given with two lines to a compound: 13 of the compounds above.
Below each SMILES – LDHA block	ERG-DNA inh	D2 antag	GRP78 ERSR act	D2 agonist	ALOX12 inh	Vif-APOBEC3F blk	Vif-APOBEC3G blk	RGS4 inhibitor
CCN(CC)C(=O)c1cccc(NC(=O)c2cc(C3CC3)nc3c2cnn3C(C)C)c1
 : 1	0%	4	-3%	0.5	191%[activator]	-15%	1%	-1%
CCC(C)n1c(S(=O)(=O)O)nc2ccccc21 (centres undefined)
 : -8	-4%	20	-11%	-1.7	?	-1%	1%	-13%
O=C(CSc1nc(C(F)(F)F)cc(=O)[nH]1)N1CCC(Cc2ccccc2)CC1
 : 0	11%	.	2%	.	-21%	?	1%	-43%
O=C(NC(Cc1c[nH]c2ccccc12)C(=O)O)c1ccc(Br)cc1 (centres undefined)
 : 3	-5%	-11	-2%	-0.4	?	0%	2%	12%
COc1cc(CN(C(=S)NCC(=O)NC2CC2)C2CCCC2)cc(OC)c1OC
 : -8	0%	5	-2%	-1.7	-14%	3%	0%	2%
CCN(C(=O)COC(=O)CCNS(=O)(=O)c1ccccc1F)c1c(N)n(Cc2ccccc2)c(=O)[nH]c1=O
 : 0	4%	.	-9%	.	41%[activator]	0%	-1%	-2%
COc1ccc(Cc2nnc(SCC(=O)Nc3ccc(N4CCOCC4)cc3)n2C)cc1
 : -11	-19%	12	-3%	-0.1	-19%	1%	0%	-2%
CCc1ccc(N(CC(=O)NC2CC2)S(=O)(=O)c2ccc(C)cc2)cc1
 : 0	4%	11	-5%	-1.1	382%[activator]	-4%	-7%	-2%
CCCCCCCOc1ccc(C2CC(=O)N(C)C2=O)cc1 (centres undefined)
 : -2	-7%	3	-5%	-1.1	-8%	11%	-2%	15%
Cc1ccc(S(=O)(=O)N(C)CC(=O)N2CCCC2)cc1
 : -4	10%	22	-4%	0.2	0%	-4%	1%	-23%
O=C1C(=O)N(c2ccccc2)C(c2ccccc2)C1c1ccccc1 (centres undefined)
 : 0	-10%	.	-3%	.	-4%	11%	-2%	16%
COc1ccc(OC)c2sc(N3CCN(C(=O)c4ccc([N+](=O)[O-])s4)CC3)nc12
 : 7	11%	.	0%	-0.5	0%	9%	0%	-32%
O=c1c2cc(NC(=S)NCCN3CCCCCC3)ccc2nc2n1CCCCC2
 : -7	3%	9	1%	0.3	-10%	8%	0%	-19%
